FLuc act counter: firefly luciferase counter-screen for stimulation assays; P08659; ATPlite luciferase biochemical, luminescence, 10 min; 0 = ATP-free wells, 1 = DMSO control; activation factor at 10 µM; 200,000 tested, under 10 active;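 active means luciferase activation factor, scaled between plate controls, of at least 2 with compound at 10 µM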
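Material: Luciferase/luciferin reagent mix | Doses: Test compounds dosed from 2 mM stocks in 100% DMSO | Timing: 10 min incubation after luciferase reagent addition, room temperature | Measured by: Luminescence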
TNAP act hi DEA: activators of human TNAP at high phosphate acceptor concentration. P05186. 200,000 tested, under 10 active. purified TNAP, CDP-star luminescence, 1 M DEA, 30 min; active compounds read high; 0 = EDTA background, 1 = DMSO-only activity. activation factor at 20 µM;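 active means activation factor at least 2 at 20 µM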
Target sequence (P05186 whole entry, looked up): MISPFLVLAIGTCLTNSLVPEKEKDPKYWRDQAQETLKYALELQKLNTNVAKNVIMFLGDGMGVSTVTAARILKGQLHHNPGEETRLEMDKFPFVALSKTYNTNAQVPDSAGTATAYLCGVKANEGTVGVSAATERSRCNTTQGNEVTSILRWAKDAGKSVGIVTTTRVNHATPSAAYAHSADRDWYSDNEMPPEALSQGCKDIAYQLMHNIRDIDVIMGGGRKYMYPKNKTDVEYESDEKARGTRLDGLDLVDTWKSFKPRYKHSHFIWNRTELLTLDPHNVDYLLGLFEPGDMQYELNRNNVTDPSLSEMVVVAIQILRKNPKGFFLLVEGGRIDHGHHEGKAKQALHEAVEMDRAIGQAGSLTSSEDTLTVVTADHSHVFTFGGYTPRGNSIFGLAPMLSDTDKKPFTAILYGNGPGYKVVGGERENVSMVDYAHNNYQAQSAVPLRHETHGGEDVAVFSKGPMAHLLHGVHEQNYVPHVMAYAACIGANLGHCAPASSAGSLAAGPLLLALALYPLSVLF
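Measured by: Luminescent substrate turnover signal | Test system: Human TNAP | Input: TNAP 1/800 final | Dosing: 20 µM single point | Schedule: 30 min, room temperature | Controls: EDTA wells as negative control, DMSO wells as positive control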
G6PDH CS: L. mesenteroides G6PDH inhibition counter-screen; 200,000 compounds, 0.12% hits; Purified L. mesenteroides G6PDH, diaphorase/resazurin coupled fluorescence, 45 min; inhibition, % at 5 µM; AID 1020; in the data active means inhibition above about 50%
Diaph inh CS: counter-screen for diaphorase-based assays: diaphorase inhibitors and chemical oxidizers | AID 1217 | inhibition, % at 20 µM | 190,000 compounds, 0.69% hits | diaphorase resazurin-to-resorufin fluorescence, NADH, 16 min; bacterial (C. kluyveri) enzyme, not human;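 active means primary screen inhibition at 20 µM above a set limit, cut at about 50% in these data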;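 further: plate controls were DMSO with full reaction for no effect and wells lacking NADH for full effect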
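Detection: fluorescence of resorufin formed from resazurin, Ex 544/Em 590 nm; test system: Clostridium kluyveri diaphorase enzyme; amount: 0.14 U/mL diaphorase, enzyme working solution; times: 16-min room-temperature incubation before reading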
TNAP inh hiacc: TNAP (human) inhibition, high acceptor; P05186; purified TNAP, CDP-star luminescence, 1 M DEA; inhibition, % at 20 µM; 200,000 compounds, 0.03% hits;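 active means over 50% inhibition of tissue-nonspecific alkaline phosphatase at 20 µM in the single-dose screen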;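 further: plate controls were DMSO wells for no effect and EDTA-quenched wells as full inhibition for full effect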
PMI act: phosphomannose isomerase (human) activation; P34949; purified human PMI, coupled resazurin fluorescence, 20 min; active compounds read high; 1 = vehicle control, 0 substrate-free wells; 190,000 compounds, 0.005% hits; activation factor at 20 µM;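 active means activation factor of 2 or more at 20 µM, relative to plate controls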
Target sequence (P34949 whole entry, looked up): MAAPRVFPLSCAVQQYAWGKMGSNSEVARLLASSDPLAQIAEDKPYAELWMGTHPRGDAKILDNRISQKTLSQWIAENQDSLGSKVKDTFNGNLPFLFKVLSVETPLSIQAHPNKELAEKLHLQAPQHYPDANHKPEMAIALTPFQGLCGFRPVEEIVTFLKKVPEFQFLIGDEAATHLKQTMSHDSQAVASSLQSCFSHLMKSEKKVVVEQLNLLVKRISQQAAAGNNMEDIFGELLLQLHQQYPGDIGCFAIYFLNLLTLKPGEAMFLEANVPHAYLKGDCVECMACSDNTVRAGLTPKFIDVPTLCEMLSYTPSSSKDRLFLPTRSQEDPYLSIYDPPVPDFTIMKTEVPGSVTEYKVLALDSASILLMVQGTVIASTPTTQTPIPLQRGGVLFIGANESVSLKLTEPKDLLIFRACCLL
Efa HMGR inh: inhibitors of class II HMG-CoA reductase from Enterococcus faecalis; inhibition, % at 10 µM; purified E. faecalis HMGR, NADPH absorbance 340 nm kinetic; AID 1066; 190,000 compounds, 0.41% hits;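 active means inhibition above a set limit, the median over all tested compounds plus 3 SD, cut at about 9.5% in these data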;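 further: enzyme runs in reverse so mevalonate oxidation gives rising NADPH absorbance; 0% = complete reaction with DMSO and 100% = background rate lacking mevalonate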
TNAP inh noacc: inhibitors of human TNAP without phosphate acceptor; P05186; purified TNAP, CDP-star luminescence, 30 min; inhibition, % at 20 µM; 200,000 compounds, 0.26% hits; AID 1012;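 active means tissue-nonspecific alkaline phosphatase inhibition above about 50% at 20 µM in the single-dose screen, limit read from the data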;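 further: 0% = DMSO negative control and 100% = EDTA positive control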
Diaph act CS: counter-screen for diaphorase-based assays: diaphorase activators and chemical reducers; Diaphorase/resazurin coupled assay, resorufin fluorescence, 16 min; active compounds read high; 1 = vehicle wells, 0 = NADH-free wells; activation factor at 20 µM; 190,000 compounds, 0.005% hits; AID 1229;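 active means diaphorase activity raised at least twofold by the compound at 20 µM; inactive means activation factor below 2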
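Material: purified diaphorase enzyme from Clostridium kluyveri / Medium: HEPES pH 7.4 buffer with MgCl2 and Tween 20 / Schedule: enzyme reaction of 16 min at room temperature / Measured by: resorufin fluorescence, excitation 544 nm, emission 590 nm / Evaluation: rise in resorufin formation, marking diaphorase activation or chemical reduction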
PMI act satM6P: activators of human phosphomannose isomerase at near-saturating mannose 6-phosphate; P34949; coupled PMI enzyme assay, resazurin fluorescence, 20 min; active compounds read high; 1 = untreated enzyme, 0 = substrate-free blank; activation factor at 20 µM; 190,000 compounds, 0.34% hits; AID 1216;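 active means activation factor of 2 or more at 20 µM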
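Material: human phosphomannose isomerase with PGI, G6PDH, diaphorase coupling enzymes; amount: PMI at 15 ng/mL final; also added: Mannose-6-phosphate 1.0 mM (near-saturating) plus 0.22 mM NADP+; incubation: enzyme reaction with compound 20 min at room temperature; signal: resorufin fluorescence (Ex 544/Em 590 nm) from resazurin via diaphorase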
* = called active by the depositor.

SMILES	FLuc act counter	TNAP act hi DEA	G6PDH CS	Diaph inh CS	TNAP inh hiacc	PMI act	Efa HMGR inh	TNAP inh noacc	Diaph act CS	PMI act satM6P
Nc1c(S(=O)(=O)c2cccs2)c2nc3ccccc3nc2n1CC1CCCO1 (configuration not stated)	1	1	-20	8	-2	0.9	0	-8	0.9	0.9
CNc1ccccc1-c1nc2ccccc2n(C)c1=O	1.1	1	-5	8	2	1	1	-3	0.9	0.9
Cn1c(SCc2n[nH]c(=S)o2)nnc1-c1ccccc1	1	0.9	-7	5	6	1.1	1	-18	0.9	1.1
Cc1ccc(S(=O)(=O)CC(=O)N2CCOCC2)cc1	1	1	-3	-19	4	1.1	3	0	1.2	1
Cc1ccc(C(=O)N/C(=C\c2ccco2)C(=O)N2CCSCC2)cc1C	1	1	6	13	-3	1	-2	-6	0.9	1
COc1cc(CNn2nnnc2N)cc(Br)c1OCc1c(Cl)cccc1Cl	1.1	1.1	-3	20	-7	1	1	-16	0.8	1
Cc1ccc(S(=O)(=O)N2CCCCC2)cc1NC(=O)COC(=O)C1CC2C=CC1C2 (configuration not stated)	1.1	1	-6	16	0	0.9	-2	-14	0.8	0.9
CCOc1ncccc1C(=O)OCC(=O)NCc1ccc2c(c1)OCO2	1.1	1.1	8	13	-6	1.1	-4	-3	0.9	1
CCCCCC(=O)NC(NC(=S)NC1CCS(=O)(=O)C1)C(Cl)(Cl)Cl (configuration not stated)	1	1.1	4	5	-6	1	-3	-11	0.9	1
Cc1ccc(CCN2CC(C(=O)NCCCN3CCN(C)CC3)CC2=O)cc1 (configuration not stated)	1	1	2	-2	-4	1	3	-14	1	1.1
COc1ccccc1NC(=O)COc1ccc(/C=N/NC(=O)CSCc2cc(C)cc(C)c2)cc1	1.1	1	1	8	-1	1	-10	-13	0.9	1.1
Cc1ccc(C(=O)NNC(=O)CCCN2C(=O)/C(=C/c3ccccc3Cl)SC2=S)cc1	1	1	-30	14	3	0.9	-7	-36	0.9	1
O=C(/C=C/c1ccco1)NC(=S)Nc1ccccc1N1CCCC1	1	1	12	8	-2	0.9	-8	-2	0.9	0.9
COc1cccc(OC)c1Nc1nc(C)nc2c1nnn2Cc1ccccc1Cl	1.1	1	8	7	-4	1	2	-7	0.9	1
Cc1cc(C)c2cc(CN(Cc3ccco3)C(=O)NCc3ccccc3)c(=O)[nH]c2c1	1	1.1	3	28	-5	0.9	1	-4	0.7	0.9
O=C(O)CSCC(=O)NCc1ccc(Cl)cc1	1	1	-2	-2	-3	1.1	3	-10	1	1
CCOc1ccc(C(=O)NCC(=O)OCc2csc(-c3ccccc3)n2)cc1	0.9	1	-7	6	3	0.8	-6	-5	0.9	1
Cc1c(N2C(=O)C(=O)/C(=C(/O)c3ccc(Br)cc3)C2c2cccnc2)c(=O)n(-c2ccccc2)n1C (configuration not stated)	1	1.1	9	-10	-5	1.4	-2	-10	1.1	1.5
O=C(c1ccc(CS(=O)(=O)c2ccccc2)o1)N1CCN(c2ncccn2)CC1	1.1	1	3	14	-4	1	2	-16	0.9	1
CN(C)CCNC(=O)c1ccc(Sc2ccc(Br)cc2)c([N+](=O)[O-])c1	1.1	1	-1	-16	1	0.9	2	-2	1.2	1
COC(=O)c1ccc(OC(=O)c2nn(C)cc2Cl)c(OC)c1	1	1	7	11	-2	1.1	1	-8	0.9	1.1
CC[C@H](C)[C@@H](NC(=O)O[C@@H]1C(=O)c2cc(Br)ccc2O[C@H]1c1cccc(OC)c1)C(=O)OC	1	1	12	23	1	0.9	-4	0	0.8	0.9
CC(=O)C1=C(O)C(=O)N(c2ccc(S(N)(=O)=O)cc2)C1c1ccc([N+](=O)[O-])cc1 (configuration not stated)	1	0.9	0	-5	6	1	1	-6	1	1.1
Cc1cc(N2CCOCC2)nc(C(C)C)n1	1.1	1	1	6	-5	1.1	-5	-17	0.9	0.9
CCC(=O)NC(Nc1c(C)n(C)n(-c2ccccc2)c1=O)C(Cl)(Cl)Cl (configuration not stated)	1.1	1.1	9	5	-7	1.1	-2	-12	1	1
O=C(CN1CCOCC1)Nc1cc([N+](=O)[O-])ccc1Cl	1	1.1	1	15	-8	1	-4	-16	0.8	0.9
CC(C)CC(=O)Nc1nc(=S)ss1	1	1	2	10	-4	0.7	-6	-6	0.9	0.9
CCNS(=O)(=O)c1ccc(NC(=O)c2ccc(Cn3cc(Br)cn3)o2)cc1	1	1	9	12	-3	1	0	-9	0.9	1
CSc1nnc(C)c(=O)n1COC(=O)COc1ccc2ccccc2c1	1	1	-4	8	-4	1.1	-6	-5	0.9	1.1
COc1cccc(C(=O)OCc2ccccc2C#N)c1O	1	1	10	28	-2	0.9	1	2	0.7	0.9
C=CCn1c(C)cc(C(=O)CSc2nnc(NCc3ccccc3)s2)c1C	1	1.1	14	25	-6	1.1	-1	-20	0.7	1
COc1ccc(N2CCN(C(=O)/C(C#N)=C/c3ccccc3)CC2)cc1	1.1	1	3	2	-2	0.9	-3	-11	1	0.7
CC(C)NS(=O)(=O)c1ccc(CCC(=O)Nc2cc(Cl)ccc2Oc2ccccc2)cc1	1.1	1.1	2	19	-14	0.9	0	-10	0.8	0.9
COc1ccc(Br)cc1/C=N/Nc1cccc(C(=O)O)c1	1	1	-12	18	3	1.4	-8	-19	0.8	1.8
COCCCN=C1NN=C(c2cc(C)n(-c3ccccc3F)c2C)CS1	0.2	1	-1	-8	-3	1.1	-4	-11	1.1	1.1
O=C(NNC1OC(CO)C(O)C(O)C1O)c1cccnc1 (configuration not stated)	1	1	11	15	-2	0.9	-5	17	0.8	0.9
CCOC(=O)NC1(C(F)(F)F)NC(=O)N(c2cccc(C(F)(F)F)c2)C1=O (configuration not stated)	1.1	1	1	13	-4	0.8	-6	-24	0.9	1
O=C(O)c1nccnc1C(=O)N1CCN(c2ccccc2)CC1	1.1	1	1	23	-4	1.2	-3	-14	0.8	1
COc1ccc(N=C2SC(C(N)=O)CC(=O)N2CCc2ccc(OC)c(OC)c2)cc1 (configuration not stated)	1.1	1	2	12	-3	1.1	-7	5	0.9	1
O=C(Nc1ccccc1)Nc1cc(Cl)cc(Cl)c1	1.1	1.1	11	19	-8	0.9	1	-9	0.8	0.9

As a working copy, part of the list above:
SMILES	FLuc act counter	TNAP act hi DEA	G6PDH CS	Diaph inh CS	TNAP inh hiacc	PMI act	Efa HMGR inh	TNAP inh noacc	Diaph act CS	PMI act satM6P
O=C(NNC1OC(CO)C(O)C(O)C1O)c1cccnc1 (configuration not stated)	1	1	11	15	-2	0.9	-5	17	0.8	0.9
CCOC(=O)NC1(C(F)(F)F)NC(=O)N(c2cccc(C(F)(F)F)c2)C1=O (configuration not stated)	1.1	1	1	13	-4	0.8	-6	-24	0.9	1

(continued)
SMILES	FLuc act counter	TNAP act hi DEA	G6PDH CS	Diaph inh CS	TNAP inh hiacc	PMI act	Efa HMGR inh	TNAP inh noacc	Diaph act CS	PMI act satM6P
CC(=O)Nc1ccc(NC(=O)c2sc3nc4n(c(=O)c3c2C)CCCCC4)cc1	1	1.1	0	13	-6	0.9	2	-16	0.9	0.7
Cc1cc(C)c2c(N)c(C(=O)N3CCCCCC3)sc2n1	1	1	0	6	-1	1.8	-5	-10	0.9	2.3*
C=CCN1C(=O)CN=C1Nc1ccc(OC)cc1OC	1	1	-4	18	-5	1.1	-1	-17	0.8	0.9
COC(=O)CCc1c(C)[nH]c(=S)[nH]c1=O	1	1	15	20	0	1	-7	-4	0.8	1
COc1ccc(C2C(C#N)=C(C)NC3=C2S(=O)(=O)c2ccccc23)cc1 (configuration not stated)	1	1	4	11	1	1.1	4	-3	0.9	1.1
COc1ccc(/C=N/OCC(=O)N=Nc2c(O)[nH]c3ccc(Br)cc23)cc1	1.1	1	-1	4	-3	1.1	-3	-28	1	1.1
Cc1cccc(NC(=O)CSc2nnc(-c3ccccc3C)o2)c1	1	1	0	-5	-1	1.1	2	-15	1	1
O=Cc1c(N2CCCCC2)nc2ccccn2c1=O	1	1	10	18	-3	1	-2	-7	0.8	1.1
Cc1cc(C(=O)OCC(=O)c2cccc([N+](=O)[O-])c2)c2cccc(C)c2n1	1	1	-3	5	2	1	-2	-6	1	1.1
CCCC(=O)Nc1ccc(N2CCN(S(C)(=O)=O)CC2)cc1	1	1	3	15	1	0.5	-1	-6	0.8	0.9
CCCc1ccccc1OCCNC(=O)c1cc(=O)n(C)c(=O)n1C	1	1	-5	10	-2	1.2	-1	-10	0.9	1.2
N#CCC(=O)Nn1c(=S)[nH]c2ccccc2c1=O	1	1	13	10	-4	0.9	-9	-8	0.9	0.9
O=c1nc(C(F)(F)F)nc2ccccn12	1	1	-6	14	0	0.9	3	-8	0.9	0.9
COC(=O)Cc1cc(=O)[nH]c(/N=C(\N)Nc2ccccc2C)n1	1	1	1	4	-3	1	-6	1	1	1
COc1ccccc1Nc1cc(C(=O)NCCCN2CCOCC2)c2ccccc2n1	1	1	6	2	-2	1.1	-2	-14	1	1.1
C=CCN(C#N)c1nc(OC)nc(N2CCCC2)n1	1.1	1	3	20	-2	0.8	-1	-16	0.8	0.7
CCC(c1nnnn1Cc1ccco1)N(CCc1ccccc1)Cc1cc2cccc(C)c2[nH]c1=O (configuration not stated)	1.1	1	-34	36	-2	0.9	-3	-6	0.6	1.1
CC(=O)NCC(=O)N(c1ccccc1)C1(C(=O)NC2CCCCC2)CCCCC1	1.1	1.1	8	16	-6	0.9	-3	-13	0.8	1

Complete entries, looked up by structure. Values in the order: FLuc act counter | TNAP act hi DEA | G6PDH CS | Diaph inh CS | TNAP inh hiacc | PMI act | Efa HMGR inh | TNAP inh noacc | Diaph act CS | PMI act satM6P
`COC(=O)Cc1cc(=O)[nH]c(/N=C(\N)Nc2ccccc2C)n1` reads 1 | 1 | 1 | 4 | -3 | 1 | -6 | 1 | 1 | 1
`COc1ccc(/C=N/OCC(=O)N=Nc2c(O)[nH]c3ccc(Br)cc23)cc1` reads 1.1 | 1 | -1 | 4 | -3 | 1.1 | -3 | -28 | 1 | 1.1
`Cc1cc(C(=O)OCC(=O)c2cccc([N+](=O)[O-])c2)c2cccc(C)c2n1` reads 1 | 1 | -3 | 5 | 2 | 1 | -2 | -6 | 1 | 1.1
`COC(=O)CCc1c(C)[nH]c(=S)[nH]c1=O` reads 1 | 1 | 15 | 20 | 0 | 1 | -7 | -4 | 0.8 | 1

Screens as filed in PubChem.
